Source: PubChem BioAssay
Lipid storage S3 = qHTS Assay for Lipid Storage Modulators in Drosophila S3 Cells. Drosophila S3 cells, BODIPY lipid droplet fluorescence, 18-24 h; cells fed with added oleic acid. Potency in µM for hits, for the others lipid storage change, negative = inhibition, % at the top dose, mostly 46.1 µM. actives 0.64% (n = 320,000); active = well fitted inhibition curve with a large enough effect in the signal ratio, with a control signal flat, not every such curve was filed as active; inconclusive = small, poorly fitted or top-dose-only effect, or effect the other way, or a change in a side signal; the % refers to the signal ratio
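Drosophila S3 cells got compounds at several concentrations plus oleic acid (400 uM solution). Laser-scanning cytometry with 488 nm excitation read lipid droplets at 500-530 nm and cells at 575-640 nm. Percent activity was relative to 20 uM Triacsin C.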
Lipid storage S3 cell count max = also measured in Lipid storage S3; calls as there; cell number change, %; measured here: cell count max response;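 cells counted by Cell Tracker Red CMTPX staining in the red channel; peak over a dose series mostly up to 46.1 µM; percent activity relative to internal control wells on each plate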
The depositor's hits bear a star; i = inactive; ? = inconclusive; nt = not tested or not shown; [ ] = dose if it differs, or a comment. % is scaled to controls: 0 for no effect and ±100 for the full control effect; potency is read from the fitted curve at half-maximal effect. Some of the compounds tested; count on the stated rates, not on these rows.

Lipid storage S3	Lipid storage S3 cell count max	Structure
3.8%	3.7	O=C1OC(c2ccc(F)cc2)=C/C1=C\c1ccc([N+](=O)[O-])o1
1.3%	-10.9	Cc1ccc(C(=O)CSc2nc3ccccc3c(=O)n2-c2ccccc2)s1
?	nt	O=C(NCCCN1CCCC1=O)C(=O)NCC1OCCCN1S(=O)(=O)c1cc(F)ccc1F (centres undefined)
?	nt	CCOc1ccc(CCNC(=O)C(C)n2nc(C)c3c(C)n(-c4ccccc4)nc3c2=O)cc1 (centres undefined)
?	nt	O=C(c1cc(C2CC2)nn1-c1ccccc1)N1CCN(c2ccccn2)CC1
?	nt	CC(=O)N1N=C(c2ccc(C)cc2)CC1c1ccco1 (centres undefined)
8.9%	-10.0	CCC(C)NC(=O)c1[nH]c(C)c(C(=O)OC)c1C (centres undefined)
?	nt	COc1cc(CCC(=O)N2CCN(c3ncccn3)CC2)cc(OC)c1OC
?	nt	O=C(Nc1ccccn1)c1nc(-c2ccccc2)n(-c2ccccc2)n1
?	nt	C=CCn1c(CCNC(=O)c2cccs2)n[nH]c1=S
?	nt	O=C1CNC(=S)N1C(CO)c1ccccc1 (centres undefined)
?	nt	Cc1cc(C)nc(SCC(=O)N/N=C/c2cccn2-c2ccc(O)cc2)n1
-8.6%	-1.3	OCCC1CN(Cc2cccc3nccnc23)CCN1Cc1ccc(F)c(F)c1 (centres undefined)
?	nt	Cn1c(=O)c2c(ncn2Cc2cccc(Cl)c2)n(C)c1=O
18.5%	0.6	CCN(Cc1cnn(C)c1)Cc1nc(C(c2ccccc2)c2ccccc2)no1
?	nt	CCOC(=O)N/N=C\c1ccc(OC(=O)c2ccco2)cc1
?	nt	Cc1ccc(Oc2nc(-c3ccccc3)ncc2S(=O)(=O)c2ccc(C)cc2)cc1
?	nt	CNC(=S)N/N=C/c1ccc(N2CCOCC2)s1
?	nt	S=c1[nH]ncn1/N=C/c1ccc(N2CCOCC2)cc1
?	nt	CCc1cc(=O)oc2cc(C)cc(OCC(=O)NCC(O)c3ccccc3)c12 (centres undefined)
?	nt	O=[N+]([O-])C1C(c2ccccc2)=NOC1c1ccccc1O (centres undefined)
?	nt	CCCc1cc(C(=O)Nc2ccc(Cl)cn2)cs1
i	23.6	COc1ccc(C2C(C#N)=C(/N=C/N3CCN(C)CC3)OC3=C2C(=O)CC(C)(C)C3)cc1OC (centres undefined)
i	15.8	CCN1C(=O)[C@@H]2[C@@H](c3ccc(-c4ccccc4)cc3)N3CCCC[C@@]3(C(=O)OC)[C@@H]2C1=O
?	nt	COc1ccc(OC)c(NC(=O)CS(=O)(=O)Cc2nc(-c3ccccc3C)oc2C)c1
?	nt	CCOC(=O)N1CCN(C(=O)c2ccccc2NC(=O)c2ccc(C(C)(C)C)cc2)CC1
3.6%	2.5	CC1(C)Cc2nc3[nH]c(=S)[nH]c(=O)c3cc2CO1
?	nt	O=C(O)c1ccccc1-c1ccccc1C(=O)NNc1ccc([N+](=O)[O-])cc1
-6.3%	nt	COc1ccc(F)cc1S(=O)(=O)Nc1cccc(C(=O)O)c1
4.2%	1.3	C=CCn1c(Sc2ccccc2)nc2c1c(=O)[nH]c(=O)n2C
?	nt	Cc1ccc2nc(SCc3cccc([N+](=O)[O-])c3)nc(C)c2c1
?	nt	Cc1cccc(/N=C/C2=C(O)CC(C)(C)CC2=O)n1
1.5%	2.9	COc1cc2c(cc1OC)C1(CCCC1)CNC2c1cccc([N+](=O)[O-])c1 (centres undefined)
?	nt	COC(=O)C(NC(=O)c1ccc(F)cc1)(Nc1nc(C)cs1)C(F)(F)F (centres undefined)
i	nt	COc1cc(-c2c(C#N)c(N)nc3c2CCCC3)cc(OC)c1OC
?	nt	Cc1nnnn1/C(=C\c1ccccc1)C(=O)OCC(=O)N(C)C1CCS(=O)(=O)C1 (centres undefined)
0.3%	4.7	O=C(/C=C/c1ccco1)N(Cc1ccc(F)cc1)C1CCS(=O)(=O)C1 (centres undefined)
?	nt	O=C(O)CCC(NC(=O)c1cncc(O)c1)C(=O)O (centres undefined)
12.8%	6.9	O=C(NCCC(=O)N1CCCCC1)c1ccc(Br)cc1
4.1%	-12.6	CCOC(=O)N1CCC(NCCNC(=O)c2ccc(F)cc2)CC1
?	nt	CCN(CC)C(=O)Cn1cnc2sc(C(=O)N3CCN(c4ccc(OC)cc4)CC3)c(C)c2c1=O
-10.5%	-10.1	C[C@H](NC(=O)c1nc[nH]c1C(=O)NCc1ccccc1)C(=O)OC(C)(C)C
?	nt	CC(=O)C1(C)OC(N)=C(C#N)C(c2ccccc2)C1(C#N)C#N (centres undefined)
?	nt	O=C(O)CN=CC1=C(O)CC(c2ccccc2)CC1=O (centres undefined)
?	nt	Cc1ccc2nc(-c3ccc(O)c(O)c3)cn2c1
?	nt	C/C(=N\Nc1nc(-c2ccccc2)cs1)c1cccs1
4.9%	-19.1	Cc1cc(OCC(=O)N2CCC(C(N)=O)CC2)c2c(C)c(C)c(=O)oc2c1
-1.9%	-18.5	COC(=O)c1cc(COc2ccc3c4c(c(=O)oc3c2)CCC4)c(C)o1
-4.3%	-13.5	Cc1cc(C)c2cc(C#N)c(NCCOC(=O)c3ccccc3C)nc2c1
?	nt	O=C(NCc1cccnc1)C(=O)NCC1OCCCN1S(=O)(=O)c1ccccc1 (centres undefined)

Complete entries, quoted from the list. Order of screens: Lipid storage S3	Lipid storage S3 cell count max
CCN(CC)C(=O)Cn1cnc2sc(C(=O)N3CCN(c4ccc(OC)cc4)CC3)c(C)c2c1=O is listed with ?	nt
O=C(NCc1cccnc1)C(=O)NCC1OCCCN1S(=O)(=O)c1ccccc1 (centres undefined) is listed with ?	nt
CC1(C)Cc2nc3[nH]c(=S)[nH]c(=O)c3cc2CO1 is listed with 3.6%	2.5

Reprinted at random: six compounds from above.
Lipid storage S3	Lipid storage S3 cell count max	Structure
?	nt	Cc1ccc2nc(-c3ccc(O)c(O)c3)cn2c1
?	nt	CCN(CC)C(=O)Cn1cnc2sc(C(=O)N3CCN(c4ccc(OC)cc4)CC3)c(C)c2c1=O
?	nt	O=C(O)CCC(NC(=O)c1cncc(O)c1)C(=O)O (centres undefined)
18.5%	0.6	CCN(Cc1cnn(C)c1)Cc1nc(C(c2ccccc2)c2ccccc2)no1
?	nt	S=c1[nH]ncn1/N=C/c1ccc(N2CCOCC2)cc1
?	nt	Cc1cccc(/N=C/C2=C(O)CC(C)(C)CC2=O)n1

(list continues)
Lipid storage S3	Lipid storage S3 cell count max	Structure
?	nt	O=S(=O)(NCc1ccc2c(c1)OCO2)c1ccc(F)c(F)c1
?	nt	COc1cc(C2c3c(oc4ccccc4c3=O)C(=O)N2c2nccs2)ccc1O (centres undefined)
?	nt	COCCn1c(SCC(=O)NC2CCCC2)nc2ccccc2c1=O
?	nt	CC1=CC(C)(C)[N+](C)=CN1c1ccccc1
-2.6%	-0.9	O=C(Nc1ccc(-c2nc3cc(NC(=O)c4cccs4)ccc3o2)cc1)c1cccs1
?	nt	CCC(C)[C@H]1COCCS(=O)(=O)N1Cc1ccc(C)cc1 (some centres undefined)
?	nt	S=C(c1ccc(OCc2ccccc2)cc1)N1CCCC1
-16.3%[0.0737 µM]	10.1	Cc1[nH]c2ccc(C(=O)OC(C)C(=O)NC3(C#N)CCCCC3)cc2c1C (centres undefined)
?	nt	Cc1cc(C(=O)CCl)c(C)n1-c1ccon1
?	nt	COC(=O)c1cn(-c2ccccc2)nc1-c1ccc(OC)cc1
?	nt	Cc1[nH]c(C(=O)N/N=C/c2ccc(N(C)C)cc2)c(C)c1C(=O)N/N=C/c1ccc(N(C)C)cc1
1.3%	nt	Cc1cccc(-n2c(C)cc(C=C3C(=O)c4ccccc4C3=O)c2C)c1
i[0.0737 µM]	24.6	CC1(c2ccccc2Cl)NC(=O)N(CC(=O)N2CCN(S(=O)(=O)c3ccccc3)CC2)C1=O (centres undefined)
3.9%	9.0	O=C(Cc1c(Cl)cccc1Cl)Nc1cccc(S(=O)(=O)N2CCOCC2)c1
?	nt	CCNc1nc2c(c(=O)[nH]c(=O)n2C)n1CCCc1ccccc1
13.0%	-11.5	S=C(c1ccccc1)N1CCCc2ccccc21
?	nt	CCCn1c(SCC(=O)Nc2cc(Cl)ccc2OC)n[nH]c1=O
?	nt	COc1ccc(NC(=O)CSc2ccccn2)c([N+](=O)[O-])c1
?	nt	CNC(=O)C(Sc1nc(C)nc2c1oc1ccccc12)C(C)=O (centres undefined)
?	nt	O=C(c1cc(-c2cccs2)nc2ccccc12)N1CCN(CCO)CC1
?	nt	O=C1CN2NC(=S)N(c3ccccc3)C2=CN1c1ccc(Cl)cc1
?	nt	Cc1ccc(C(=O)Nc2cccc(C(=O)O)c2)cc1S(=O)(=O)N1CCCCC1
?	nt	Cc1cc(C)nc(N/C(=N\S(=O)(=O)Cc2ccccc2)Nc2ccccc2Br)n1
1.0%	0.1	C=CCNc1sc(C(=O)c2cccs2)c(N)c1C#N
i	-4.2	O=C(c1ccc2oc(Cc3ccc(Cl)cc3)nc2c1)N1CC[C@H](O)C1
-3.2%	-2.4	O=C(CSc1nnc(CNC(=O)c2ccco2)o1)Nc1ccccc1
i	nt	Cc1cc(C)c2sc(N(CCN(C)C)C(=O)CCS(=O)(=O)c3ccccc3)nc2c1
?	nt	CC(=O)c1c(NCCc2ccccc2)nc(=S)n(-c2ccccc2)c1C
i	-8.1	COC(=O)c1ccc(NC(=O)CCN2C(=O)C3CC=CCC3C2=O)cc1 (centres undefined)
2.7%	23.9	CCN[C@H]1CN(CCCOC)S(=O)(=O)c2sc(S(N)(=O)=O)cc21
i	-5.0	CCn1ncc(Br)c1C(=O)Nc1cc(C)on1
?	nt	COc1cccc(C(=O)NNS(=O)(=O)c2ccc(C)cc2)c1
-7.1%	2.5	CCOC(=O)C1=NN(N=O)C2(CC(=O)N(c3cc(C)cc(C)c3)C2=O)C1 (centres undefined)
?	nt	C=CCC(O)(CCN1CCCCC1)c1ccccc1 (centres undefined)
i	nt	Cc1cccc(C)c1NC(=O)C(NC=O)c1ccc(Cl)cc1 (centres undefined)
i	17.4	COc1ccc(NC(=O)c2cnc(NS(=O)(=O)c3ccccc3)nc2)cc1
?	nt	CCOC(=O)c1nn(-c2ccccc2)c(C#N)c1NC(=O)c1nn(CC)cc1Br
25.9µM*	-10.6*	O=C(O)c1ccc(COc2ccc(Cl)cc2)o1
5.7%	2.9	Cc1ccc(NC(=O)C(=O)NCc2ccco2)c(C)c1
i	nt	CCCNC(=O)/C=C/c1ccc(S(=O)(=O)Nc2ccccc2OC)cc1
0.3%	-2.7	CCOC(=O)C1(C)C=C(Nc2ccc(O)cc2)C(=O)N1c1ccc(O)cc1 (centres undefined)
24.1%	24.9	COc1ccccc1C(=O)N/N=C/c1ccc(Cl)s1
?	nt	COc1ccc(-c2cc(C(=O)Nc3c(C)nn(Cc4ccc(Cl)cc4)c3C)no2)cc1
?	nt	Cc1cc(C)c(C(=O)CSc2nnc(N)s2)c(C)c1
?	nt	Cc1ccccc1N1CCN(c2ncnc3scc(-c4cccs4)c23)CC1
?	nt	COc1ccc(S(=O)(=O)N(CC(=O)NCc2ccco2)c2ccccc2)cc1OC
-9.6%	-21.2	N#Cc1ccc(C(=O)Nc2nnc(-c3ccco3)o2)cc1
?	nt	Cc1onc(-c2c(F)cccc2Cl)c1C(=O)N1CCCc2ccccc21
?	nt	O=C(/C=C/c1cccc(Cl)c1)N1CCC(Cc2ccccc2)CC1
?	nt	O=C1NN(c2ccc(Br)cc2)C(=O)/C1=C\c1ccc(O)cc1O

Next section.
Lipid storage S3	Lipid storage S3 cell count max	Structure
-14.8%	4.8	COc1ccc(-n2cc(-c3ccc(Cl)cc3)[nH]c2=S)cc1
i	26.3	CC(=O)c1c(C)[nH]c(C(=O)CSc2nnc(-c3cccs3)n2Cc2ccccc2)c1C
i	nt	O=C(NCc1ccccc1F)c1ccc(S(=O)(=O)Nc2cccc(C(F)(F)F)c2)cc1
-18.3%	-11.3	CCn1c2ccc(F)cc2c2nnc(SCCN3CCOCC3)nc21
?	nt	COc1cccc(C2=NOC(C(=O)Nc3cccnc3)C2)c1 (centres undefined)
?	nt	CCSc1nnc2c3cc(CC)ccc3n(C)c2n1
-4.9%	9.5	CCn1c(=O)c(C(=O)CN(C)Cc2cccc(OC)c2OC)c(N)n(Cc2ccccc2)c1=O
i	nt	O=S(=O)(c1ccc(F)cc1)N1CCN(c2ccccc2)CC1
25.5%	nt	O=C(COn1nnc2ccc(C(F)(F)F)cc21)Nc1nnc(-c2ccccc2)o1
-3.7%	7.0	COc1ccc(OC)c(C2C(C(=O)c3ccco3)=C(O)C(=O)N2CCN2CCOCC2)c1 (centres undefined)
?	nt	Cc1sc(NC(=O)CSc2nnc(N)s2)c(C#N)c1C
?	nt	Cc1occc1C(=O)Nc1cc(C(F)(F)F)ccc1Cl
?	nt	Cc1ccc(N(Cc2cc(=O)[nH]c3ccccc23)C(=O)CCl)cc1
12.3%	6.3	C=CCn1c(=O)c2ccccc2n2c(SCC(C)=O)nnc12
?	nt	O=C1COc2ccc(-c3n[nH]c(=O)c4ccccc34)cc2N1
